From PubChem BioAssay
tim10-1 inh = growth inhibitors of tim10-1 mutant yeast; inhibition, % at 20 µM; 330,000 compounds, 2.2% hits; S. cerevisiae tim10-1 ts strain growth, BacTiter-Glo, 24 h;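 active = inhibition of at least 40%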;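 also: mutant grown at 25 °C; 0% = DMSO wells with yeast and 100% = wells holding no yeast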
mIAP block = blocks mouse intestinal alkaline phosphatase | inhibition, % at 10 µM | AID 2806 | 330,000 compounds, 0.2% hits | purified mouse IAP, CDP-Star luminescence, 30 min;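 active = inhibition of at least 40% at 10 µM in the primary screen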;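 also: plate controls were DMSO with enzyme for no effect and no enzyme wells for full effect; values of inactives mirror those of a sister screen read the other way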
hIAP block = blocks human intestinal alkaline phosphatase | P09923 | purified IAP, CDP-Star luminescence, 30 min | inhibition, % at 10 µM | 330,000 compounds, 0.12% hits | AID 2544;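 active = inhibition reaching a set limit with compound at 10 µM in the primary screen, cut at about 35% in these data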;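 also: plate controls were DMSO wells with enzyme for no effect and no-enzyme buffer wells for full effect; values of inactives mirror those of a sister screen read the other way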
Target sequence (P09923 whole entry, looked up): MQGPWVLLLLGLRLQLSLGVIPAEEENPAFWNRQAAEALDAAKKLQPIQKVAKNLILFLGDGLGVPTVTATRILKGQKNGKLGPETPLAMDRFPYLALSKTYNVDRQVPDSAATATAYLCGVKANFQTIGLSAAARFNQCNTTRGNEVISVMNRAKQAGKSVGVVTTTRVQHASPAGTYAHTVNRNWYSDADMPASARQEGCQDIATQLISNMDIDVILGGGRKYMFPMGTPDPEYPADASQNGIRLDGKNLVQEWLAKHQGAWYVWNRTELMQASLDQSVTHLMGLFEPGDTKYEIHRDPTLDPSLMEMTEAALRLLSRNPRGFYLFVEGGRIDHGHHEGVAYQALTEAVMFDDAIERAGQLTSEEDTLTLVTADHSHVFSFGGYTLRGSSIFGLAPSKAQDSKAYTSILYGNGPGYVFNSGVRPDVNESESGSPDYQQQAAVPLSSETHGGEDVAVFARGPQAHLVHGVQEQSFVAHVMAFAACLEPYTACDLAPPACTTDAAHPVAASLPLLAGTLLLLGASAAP
Apaf-1 inh = human Apaf-1 inhibition | reconstituted apoptosome caspase-3 activity, DEVD-Rh110 fluorescence | inhibition, % at 20 µM | 330,000 compounds, 0.71% hits | AID 489030 | O14727; active = inhibition of at least 40% at 20 µM;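 also: plate controls were DMSO wells for no effect and DEVD-CHO caspase inhibitor wells for full effect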
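Medium: Hepes buffer, pH 7.5 / System: biochemical Apaf-1 apoptosome reconstitution / Measured by: Rh110 fluorescence, excitation 480 nm, emission 540 nm / Times: compound with Apaf-1, dATP, procaspase-3 30 min, then 50 min reaction, room temperature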
ATG4B inhibitor = ATG4B (human) cysteine protease inhibition. inhibition, % at 8.33 µM. 340,000 compounds, 0.51% hits. ATG4B cleavage of LC3-PLA2, NBD-HPC fluorescence, 1 h. Q9Y4P1. AID 504462; in the data active = inhibition above about 40%
Target sequence (Q9Y4P1 whole entry, looked up): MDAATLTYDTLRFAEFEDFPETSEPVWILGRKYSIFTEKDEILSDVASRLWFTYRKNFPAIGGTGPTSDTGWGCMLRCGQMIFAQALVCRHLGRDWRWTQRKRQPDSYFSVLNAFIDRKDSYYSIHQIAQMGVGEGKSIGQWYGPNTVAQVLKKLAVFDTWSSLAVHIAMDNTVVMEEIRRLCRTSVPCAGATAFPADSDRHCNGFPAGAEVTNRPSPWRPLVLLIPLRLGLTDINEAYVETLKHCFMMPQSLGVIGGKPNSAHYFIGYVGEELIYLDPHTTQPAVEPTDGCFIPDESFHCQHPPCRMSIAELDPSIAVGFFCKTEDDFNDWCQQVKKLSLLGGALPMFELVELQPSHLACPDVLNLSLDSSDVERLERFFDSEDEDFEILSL
hIAP act = increases human intestinal alkaline phosphatase activity; activation factor at 10 µM; AID 2524; 330,000 compounds, 0.16% hits; P09923; purified human IAP, CDP-Star luminescence, 30 min; stronger effect = higher value; 1 = vehicle-only enzyme, 0 = enzyme-free background;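 active = activation factor of the enzyme at least 2-fold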; also: the source names both 10 and 20 µM as test concentration; values of inactives mirror those of a sister screen read the other way
mIAP activ = increases mouse intestinal alkaline phosphatase activity | muIAP, CDP-Star luminescence, 30 min; stronger effect = higher value; 1 = vehicle-only enzyme signal, 0 = enzyme-free wells | activation factor at 10 µM | 330,000 compounds, 0.24% hits | AID 2805;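 active = activation factor of at least 2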; also: the source names both 10 and 20 µM as test concentration; values of inactives mirror those of a sister screen read the other way
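Assay system: mouse IAP enzyme; reagent: chemiluminescent substrate CDP-Star; dosing: test compounds delivered from DMSO solution; schedule: 30 min at room temperature; measured by: luminescence from enzymatic CDP-Star hydrolysis; controls: DMSO-only wells and no-enzyme negative control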
NLRP3 yeast inh = NALP3 inhibition in yeast | Yeast reconstituted NLRP3/ASC/caspase-1, beta-gal luminescence, 24 h | inhibition, % at 10 µM | 330,000 compounds, 0.39% hits;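 active = inhibition of 50% or more; inactive = inhibition below 50%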;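 also: plate controls were induced DMSO wells for no effect and uninduced yeast grown without galactose for full effect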
TIM10 inh = TIM10 yeast growth inhibition | S. cerevisiae TIM10 strain growth, BacTiter-Glo luminescence, 24 h | inhibition, % at 10 µM | 330,000 compounds, 1.4% hits | AID 463195;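 active = inhibition of 40% or more at the single tested concentration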;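 also: wild-type TIM10 isogenic control strain grown at permissive 25 °C; 0% = DMSO yeast wells and 100% = minimal medium wells without yeast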
An asterisk follows results filed as active.

SMILES	tim10-1 inh	mIAP block	hIAP block	Apaf-1 inh	ATG4B inhibitor	hIAP act	mIAP activ	NLRP3 yeast inh	TIM10 inh
COc1ccc(OC)c(N(CC(=O)N2CCC(C)CC2)S(=O)(=O)c2ccccc2)c1	16	2	25	3	-8	0.75	0.98	11	-3
O=C(C[n+]1ccc(C(=O)N/N=C/c2ccc(Cl)cc2Cl)cc1)c1ccccc1	0	13	-1	6	2	1	0.87	35	13
C[C@H](NC(=O)c1nc[nH]c1C(=O)NCc1ccccc1)C(=O)OC(C)(C)C	23	9	-37	11	-7	1.4	0.91	0	14
NC(=O)COC(=O)c1ccc2c(c1)S(=O)(=O)c1ccccc1C2=O	5	-7	-4	6	7	1	1.1	16	12
O=[N+]([O-])c1ccc(Cl)c(S(=O)(=O)Nc2cccc(-c3ccc(N4CCOCC4)nn3)c2)c1	2	5	-13	10	-2	1.1	0.95	11	2
CCc1ccc(N2CN(Cc3ccco3)CNC2=S)cc1	32	-4	-11	-8	-2	1.1	1	24	9
COc1cc(Cl)c(C)cc1NC(=O)CN(C)Cc1cccc(OC)c1OC	-39	-1	4	22	6	0.96	1	12	-6
Cc1cccc(-c2nc(CS(=O)CC(=O)NCCc3ccccc3)c(C)o2)c1 (centres undefined)	31	2	-20	-2	-4	1.2	0.98	13	4
O=C(c1cccc(Cl)c1Cl)N1CCN(c2ccccn2)CC1	31	1	2	-7	0	0.98	0.99	28	-1
Cc1cc(NC(=O)CSc2ccc(-c3ccc(Br)cc3)nn2)no1	12	11	-18	-5	2	1.2	0.89	16	-9

6 neighbouring records already listed, quoted:
SMILES	tim10-1 inh	mIAP block	hIAP block	Apaf-1 inh	ATG4B inhibitor	hIAP act	mIAP activ	NLRP3 yeast inh	TIM10 inh
O=C(C[n+]1ccc(C(=O)N/N=C/c2ccc(Cl)cc2Cl)cc1)c1ccccc1	0	13	-1	6	2	1	0.87	35	13
C[C@H](NC(=O)c1nc[nH]c1C(=O)NCc1ccccc1)C(=O)OC(C)(C)C	23	9	-37	11	-7	1.4	0.91	0	14
NC(=O)COC(=O)c1ccc2c(c1)S(=O)(=O)c1ccccc1C2=O	5	-7	-4	6	7	1	1.1	16	12
O=[N+]([O-])c1ccc(Cl)c(S(=O)(=O)Nc2cccc(-c3ccc(N4CCOCC4)nn3)c2)c1	2	5	-13	10	-2	1.1	0.95	11	2
CCc1ccc(N2CN(Cc3ccco3)CNC2=S)cc1	32	-4	-11	-8	-2	1.1	1	24	9
COc1cc(Cl)c(C)cc1NC(=O)CN(C)Cc1cccc(OC)c1OC	-39	-1	4	22	6	0.96	1	12	-6

Next section:
SMILES	tim10-1 inh	mIAP block	hIAP block	Apaf-1 inh	ATG4B inhibitor	hIAP act	mIAP activ	NLRP3 yeast inh	TIM10 inh
Cc1ccc2c(c1)C(C)CC(C)(C)N2C(=O)CN1CCN(C)CC1 (centres undefined)	-3	-5	-14	-16	-5	1.1	1	8	-11
COc1ccc(OC)c2[nH]c(=O)c(CCNC(=O)C(=O)c3c(C)[nH]c4ccccc34)cc12	12	3	-10	1	-5	1.1	0.97	13	15
O=C(Nc1cccc(S(=O)(=O)N2CCCCC2)c1)C1CCC1	27	-6	-8	7	7	1.1	1.1	27	21
O=C(COc1ccccc1)Nc1cc(C(F)(F)F)ccc1N1CCCC1	15	0	3	11	7	0.97	1	31	13
CCOC(=O)c1[nH]c(=O)[nH]c1CN(Cc1ccco1)Cc1[nH]c(=O)[nH]c1C(=O)OCC	12	-14	-91	0	-6	1.9	1.1	7	9
COc1cc(/C=C/C(=O)OCC(=O)Nc2ccc3c(c2)OCO3)ccc1O	-19	1	-8	-4	-9	1.1	0.99	15	6
CC1(C)O[C@@H]2[C@H](O1)[C@@H](CO)O[C@H]2n1cc(Br)c(=O)[nH]c1=O	3	-7	-4	9	-1	1	1.1	5	-5
COc1ccc(CN2[C@@H](CC(C)=O)c3cc(C(F)(F)F)ccc3S2(=O)=O)cc1	25	2	3	10	-7	0.97	0.98	-9	18
O=C(COC(=O)c1cc(S(=O)(=O)N2CCOCC2)ccc1F)NC1CC1	-10	-2	-2	-2	-2	1	1	-7	0
O=C(/C=C/c1ccco1)Nc1nnc(-c2ccco2)s1	1	1	4	6	-5	0.96	0.99	12	1

In the list so far, 3 contain fluorine:
SMILES	tim10-1 inh	mIAP block	hIAP block	Apaf-1 inh	ATG4B inhibitor	hIAP act	mIAP activ	NLRP3 yeast inh	TIM10 inh
O=C(COc1ccccc1)Nc1cc(C(F)(F)F)ccc1N1CCCC1	15	0	3	11	7	0.97	1	31	13
COc1ccc(CN2[C@@H](CC(C)=O)c3cc(C(F)(F)F)ccc3S2(=O)=O)cc1	25	2	3	10	-7	0.97	0.98	-9	18
O=C(COC(=O)c1cc(S(=O)(=O)N2CCOCC2)ccc1F)NC1CC1	-10	-2	-2	-2	-2	1	1	-7	0

Arranged by heavy-atom count (smallest number first): three of the compounds above.
SMILES	tim10-1 inh	mIAP block	hIAP block	Apaf-1 inh	ATG4B inhibitor	hIAP act	mIAP activ	NLRP3 yeast inh	TIM10 inh
Cc1ccc2c(c1)C(C)CC(C)(C)N2C(=O)CN1CCN(C)CC1 (centres undefined)	-3	-5	-14	-16	-5	1.1	1	8	-11
COc1cc(/C=C/C(=O)OCC(=O)Nc2ccc3c(c2)OCO3)ccc1O	-19	1	-8	-4	-9	1.1	0.99	15	6
COc1ccc(CN2[C@@H](CC(C)=O)c3cc(C(F)(F)F)ccc3S2(=O)=O)cc1	25	2	3	10	-7	0.97	0.98	-9	18

(cont.)
SMILES	tim10-1 inh	mIAP block	hIAP block	Apaf-1 inh	ATG4B inhibitor	hIAP act	mIAP activ	NLRP3 yeast inh	TIM10 inh
COc1ccccc1CNC(=O)COC(=O)c1cc(S(=O)(=O)N2CCOCC2)ccc1Cl	16	-6	-4	9	-2	1	1.1	10	0
Cc1ccccc1OC(=O)c1cccnc1	3	3	5	5	1	0.95	0.97	7	0
CCOC(=O)C(C)Oc1ccc(NC(=O)C(Cl)Cl)cc1 (centres undefined)	19	3	-32	-22	0	1.3	0.97	8	23
O=C(c1ccc(N2CCCCS2(=O)=O)cc1)N1CCN(c2ccc(N3CCOCC3)nn2)CC1	2	-4	-2	6	-9	1	1	2	1
CC(=O)N1CCN(C(=O)CNc2cc(C(F)(F)F)ccc2OCC(F)(F)F)CC1	0	-1	8	-3	8	0.92	1	4	-12
O=C(CSc1nnc(-c2cccc(S(=O)(=O)N3CCCCC3)c2)o1)c1ccc[nH]1	20	-5	-9	8	-8	1.1	1.1	4	9
COc1ccc(OC)c(S(=O)(=O)NC2CCCCNC2=O)c1 (centres undefined)	8	3	7	12	-8	0.93	0.97	15	-8
O=C(Nc1c(-c2ccccc2)nc2c(Br)cc(Br)cn12)c1ccco1	12	2	1	9	-2	0.99	0.97	13	-17
CCN1C(=NCCOC)N[C@@H](c2cccc(C(F)(F)F)c2)C(C(=O)OC)=C1C	6	5	13	4	-3	0.87	0.95	6	3
Cc1ccccc1NC(=O)C(C)N1C(=O)c2ccccc2C1=O (centres undefined)	-14	2	4	-7	-4	0.96	0.98	4	1
O=C(c1cc(C2CC2)on1)N1CCN(c2ccc(F)cc2)CC1	24	-2	14	-6	-9	0.86	1	-24	12
OC(COCc1ccccc1F)CN1CCCCC1 (centres undefined)	-3	-5	7	-25	6	0.93	1	11	0
O=C(O)c1cc(NS(=O)(=O)c2cccc3nsnc23)cc(C(=O)O)c1	-1	1	0	7	11	1	0.99	-1	9
CCCc1cc(C(=O)NNC(=S)NCC)c2ccccc2n1	26	8	-57	0	7	1.6	0.92	23	5
Cc1ccc(NC(=O)CN2C(=O)N/C(=C\c3cccn3-c3cccc(C(=O)O)c3)C2=O)cc1	-9	6	16	-8	-3	0.84	0.94	5	10
CCn1c(SCC(=O)N(C)Cc2ccc(OC)c(F)c2)nc2cc(S(N)(=O)=O)ccc21	-6	-1	0	-2	-6	1	1	13	4
CC1CN(S(=O)(=O)c2cccc3nsnc23)CC(C)O1 (centres undefined)	21	10	5	-13	-7	0.95	0.9	10	15
CCOC(=O)c1c(NC(=O)CSc2nnc(-c3cccnc3)n2Cc2ccco2)sc(C)c1C	20	2	-4	27	4	1	0.98	8	33
Cc1cc(NCCCO)n2c(nc3ccccc32)c1C#N	10	16	6	-7	1	0.94	0.84	9	5
Cc1ccc2c(CN3CCN(CCO)CC3)cc(=O)oc2c1C	8	7	7	-11	-3	0.93	0.93	12	-2
O=C(CCc1nnc2ccc(NCc3ccco3)nn12)Nc1ccccn1	-1	2	-5	-11	-1	1.1	0.98	8	-2
CCN(CC)CCCNc1oc(-c2cccc(Cl)c2)nc1C#N	13	8	-7	-12	-1	1.1	0.92	19	4
O=C1Cc2ccccc2C(=O)N1c1ccccc1	3	0	-11	15	5	1.1	1	14	8
COc1ccc(CNC(=S)Nc2ccccc2)cc1Cl	14	-40	-6	5	5	1.1	1.4	6	29
CCn1nc(C(=O)NCCc2ccc3c(c2)OCCO3)c2ccccc2c1=O	6	1	12	-6	0	0.88	0.99	-25	17
Nc1nc(O)c(CC(=O)O)s1	16	-7	4	3	11	0.96	1.1	-1	-13
COc1ccc(/C=N/NC(=O)CSc2nnc(CCCc3ccc(OC)c(C)c3)o2)cc1	20	-2	6	25	-5	0.94	1	24	9
O=C1C2C(C(=O)N1Cc1cccnc1)C1C=CC2C12CC2 (centres undefined)	17	1	7	-3	5	0.93	0.99	-2	11
O=C(COC(=O)c1ccc2ncsc2c1)Nc1cc(Cl)ccc1F	30	3	10	14	-18	0.9	0.97	25	10
CNC(=O)c1c(Cl)cnn1-c1ccc(F)cc1	5	2	-9	5	-1	1.1	0.98	21	-4
COc1ccc(OCCOC(=O)C(C)NS(=O)(=O)c2ccc(NC(C)=O)cc2)cc1 (centres undefined)	24	-14	-4	15	5	1	1.1	9	2
O=C(c1ccc(Cl)nc1)N1CCC(Cc2ccccc2)CC1	-17	-2	-12	-3	-6	1.1	1	19	-9
O=C(COc1ccc(Br)cc1Cl)NC(=O)Nc1ccc2c(c1)OCCO2	2	-2	4	-11	-3	0.96	1	2	-24
CCN(CCO)c1ccc(NC(=S)Nc2cccc(S(=O)(=O)N(C)C)c2)cc1	-31	7	-14	43*	-8	1.1	0.93	23	-20
COc1ccc(CCNC(=O)C2CCN(C(=O)c3ccc(Br)cc3)CC2)cc1	-3	8	-19	-2	-2	1.2	0.92	4	1
Cc1cc(=O)oc2cc(NC(=O)C(C)Oc3cccc(Cl)c3)ccc12 (centres undefined)	-2	-1	-2	0	-8	1	1	13	-5
COc1ccc(Cl)cc1C(=O)Nc1ccc(Br)c(C)n1	-11	-1	-11	-6	5	1.1	1	17	-11
O=C(Nc1ccc(Cl)cc1F)c1ccc(-n2cncn2)cc1	0	-3	-12	-12	-3	1.1	1	18	-9
O=C(CCN1CCOCC1)Nc1ccc2c(c1)CCC2	6	-5	-16	3	1	1.2	1	5	1
